AmpC inh det = AmpC beta-lactamase inhibition, detergent assay; P00811; purified AmpC, nitrocefin hydrolysis with detergent; Potency, µM (titrated, usually from 28.7 µM), without a hit: at the highest dose activity change, negative = inhibition; 0.09% of 71,000 active; AID 584; active = well fitted curve in the direction sought with a large enough effect
Target sequence (P00811 whole entry, looked up): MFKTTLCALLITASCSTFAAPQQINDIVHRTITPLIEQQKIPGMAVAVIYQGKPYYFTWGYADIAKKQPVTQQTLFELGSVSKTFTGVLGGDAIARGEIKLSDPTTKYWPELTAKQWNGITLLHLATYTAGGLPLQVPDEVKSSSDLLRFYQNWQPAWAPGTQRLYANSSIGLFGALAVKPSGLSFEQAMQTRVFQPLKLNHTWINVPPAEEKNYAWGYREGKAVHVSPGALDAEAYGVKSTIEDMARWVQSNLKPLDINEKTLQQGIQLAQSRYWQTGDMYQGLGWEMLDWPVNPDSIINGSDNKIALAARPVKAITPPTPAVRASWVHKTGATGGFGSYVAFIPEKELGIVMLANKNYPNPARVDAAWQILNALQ
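E. coli AmpC (5.3 nM) in 20 mM phosphate pH 7.0 with 0.01% Triton X-100, preincubated 15 min RT with compound; nitrocefin (2 uL of 800 uM stock) hydrolysis followed by 480 nm absorbance every 20 s over 4 min.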
Numbers without * were called inactive; [ ] = another dose, or the depositor's remark. % is scaled to controls: 0 for no effect and ±100 for the full control effect; potency is read from the fitted curve at half-maximal effect. Some of the compounds tested; rates above refer to the full screens.

SMILES	AmpC inh det
CCCCOC(=O)c1ccc(N2C(=O)CC(N3CCN(C/C=C/c4ccccc4)CC3)C2=O)cc1 (configuration not stated)	-4%
CN(Cc1cnc2nc(N)nc(N)c2n1)c1ccc(C(=O)N[C@@H](CCC(=O)O)C(=O)O)cc1	1%
COc1nc(Oc2ccc(=O)n(C)n2)nc(N(C)C)n1	5%
Fc1ccc(Nc2nc(N3CCOCC3)c3ccccc3n2)cc1	-3%
Cc1cc(C)nc(N2C(=O)CC(C(=O)O)NC2=NCCc2c[nH]c3ccccc23)n1 (configuration not stated)	-4%
Cc1ccccc1N=C(N)Nc1ccccc1C	-4%
CC(C)(C)C1CCc2onc(C(=O)NCc3ccc(F)cc3)c2C1 (configuration not stated)	0%
O=C(Nc1ccc2c(c1)OCO2)NC1CCN(Cc2ccccc2)CC1	-2%
CCN=c1scc(-c2ccc3c(c2)NC(=O)CO3)n1N=C1CCCC1	-4%
COC(=O)c1ccc(NC(=O)CNC(=O)C2CCCCC2)cc1	-2%
O=C1NC(c2ccccc2)(C(F)(F)F)C(=O)N1Cc1cccnc1 (configuration not stated)	-4%
COc1ccc(OC)c(NC(=O)CSc2nnc(CNC(=O)COc3ccc(Cl)cc3)o2)c1	0%
CSc1nnc2c(n1)OC(C)=Nc1ccccc1-2	-3%
CCc1ccc(N(CC(=O)NC2CCCCC2)S(=O)(=O)c2c(C)noc2C)cc1	12%
CS(=O)(=O)N(CC(=O)N1CCOCC1)c1ccc2c3c(cccc13)CC2	-5%
CC1CCc2nc(N)c(C#N)c(-c3cccnc3)c2C1 (configuration not stated)	13%
CN(Cc1ccccc1)Cc1c(F)cccc1F	-5%
O=C(CN1CCN(c2ccccc2)CC1)Nc1ccc(-n2cnnn2)cc1	-27%
O=C(CN1CCCCC1)Nc1cccc(Cl)c1Cl	-2%
O=C1CSC(c2ccccn2)N1c1ccccc1 (configuration not stated)	1%
O=C(C1=C(O)C(=O)N(CCc2ccccc2)C1c1cccnc1)c1ccco1 (configuration not stated)	5%
Cc1ccc(OCc2nnc(SCC(=O)NC3CCCCC3)n2C)cc1	-2%
COc1ccc(N2CC(C(=O)NCCc3ccc(OC)c(OC)c3)CC2=O)cc1 (configuration not stated)	0%
O=C(c1cc(-c2cccnc2)nc2ccc(Cl)cc12)N1CCC2(CC1)OCCO2	-2%
O=C(CSc1nc(-c2ccccc2)cc(=O)[nH]1)NCc1ccc2c(c1)OCO2	-4%
CCCc1nc(NCc2ccco2)c(C#N)c2c1COC(C)(C)C2	20%
C=CCSc1nc2c(c(=O)[nH]1)C(C(C)C)C(C#N)=C(N)O2 (configuration not stated)	9%
CCCNS(=O)(=O)c1ccc(OCC(=O)NCc2ccco2)cc1	-1%
O=C(NCCCCNC(=O)c1cccnc1)c1cccnc1	0%
COc1ccc(-c2ccc(-c3noc(C(C)C)n3)c(OC)n2)cc1	-3%

Random excerpt: 2 entries already listed
SMILES	AmpC inh det
CN(Cc1cnc2nc(N)nc(N)c2n1)c1ccc(C(=O)N[C@@H](CCC(=O)O)C(=O)O)cc1	1%
O=C(C1=C(O)C(=O)N(CCc2ccccc2)C1c1cccnc1)c1ccco1 (configuration not stated)	5%

More results.
SMILES	AmpC inh det
Cc1ccc(S(=O)(=O)/N=C(/Nc2nc(C)cc(C)n2)N2CCOCC2)cc1	-1%
C=CCn1c(SCC(=O)Nc2cc(C)ccc2OC)nnc1-c1ccco1	-2%
Cc1ncsc1C(=O)Nc1nc2c(s1)CC(C)CC2 (configuration not stated)	12%
O=C(NCc1ccc(F)cc1)c1cc(-c2cccs2)on1	9%
Nc1nc2c(s1)CC(c1ccccc1)CC2 (configuration not stated)	8%
CCOc1ccc(-n2ccnc2SCC(=O)NCc2ccc3c(c2)OCO3)cc1	-1%
O=S1(=O)C=C(N2CCOCC2)c2ccccc21	2%
COC(=O)NC1CSCC1OC(=O)CCN1C(=O)c2ccccc2C1=O (configuration not stated)	1%
COc1cc(CN2CCN(c3cccc(C)c3C)CC2)cc(Br)c1O	-1%
O=C(Nc1cnc2ccccc2c1)C1COc2ccccc2O1 (configuration not stated)	6%
COC(=O)CSC1=C(C#N)C(c2sccc2C)CC(=O)N1 (configuration not stated)	-2%
O=C(OCC(=O)N1CCc2ccccc21)c1cccnc1	0%
Cc1csc(NC(=O)C2CCN(C(=O)CSc3nnc(C)n3Cc3ccccc3)CC2)n1	-3%
Cc1nc2cc(N3CCN(C)CC3)c(NC(=O)Cc3ccccc3)cc2c(=O)n1Cc1ccccc1	-2%
Cc1cccc(NC(=O)c2cccs2)n1	9%
OC[C@H]1O[C@@H]2O[C@H]3[C@H](O)[C@@H](O)[C@@H](O[C@H]4[C@H](O)[C@@H](O)[C@@H](O[C@H]5[C@H](O)[C@@H](O)[C@@H](O[C@H]6[C@H](O)[C@@H](O)[C@@H](O[C@H]7[C@H](O)[C@@H](O)[C@@H](O[C@H]8[C@H](O)[C@@H](O)[C@@H](O[C@H]1[C@H](O)[C@H]2O)O[C@@H]8CO)O[C@@H]7CO)O[C@@H]6CO)O[C@@H]5CO)O[C@@H]4CO)O[C@@H]3CO	12%
CC(C)Cn1c(SCC(=O)NC(=O)NC2CCCC2)nc2ccccc21	-8%
CC(=O)N1C(=O)C2(C(C#N)=C(N)Oc3n[nH]c(-c4ccccn4)c32)c2ccccc21 (configuration not stated)	-3%
CCn1c(CCC(=O)Nc2nc3c(s2)CCCC3)nc2cc(S(=O)(=O)N(C)C)ccc21	22%
CCC(c1nnnn1CC1CCCO1)N(CCN1CCOCC1)Cc1cc2cc(C)ccc2[nH]c1=O (configuration not stated)	-5%
N#Cc1cc2c(nc1SCC(=O)NCc1ccc3c(c1)OCO3)CCCCC2	0%
CC[C@@]1(O)C(=O)OCc2c1cc1n(c2=O)Cc2cc3c(CN(C)C)c(O)ccc3nc2-1	-5%[5.75 µM]
Cc1[nH]c2ccc(S(N)(=O)=O)cc2c1C	0%
CC1CCc2cccc3c2N1c1cc(C#N)c(C#N)cc1O3 (configuration not stated)	-1%
O=C(Nc1nc(-c2cccs2)cs1)c1cccc(S(=O)(=O)N2CCCCC2)c1	-3%
CC(=O)c1cccc(S(=O)(=O)N2CCCC(c3nc(-c4ccc(C)o4)no3)C2)c1 (configuration not stated)	-1%
O=C(CCC(=O)NC1CCN(Cc2ccccc2)CC1)NCc1ccco1	13%
Cc1nc2sccn2c1-c1nc(-c2cc3ccccc3o2)cs1	0%
Cn1c(SCC(=O)NC2CC2)nnc1C(F)(F)F	-7%
Cc1cccc2cc(C#N)c(N3CCN(C)CC3)nc12	1%

Compounds shown so far containing an NH in an aromatic ring, in the order listed:
SMILES	AmpC inh det
Cc1cc(C)nc(N2C(=O)CC(C(=O)O)NC2=NCCc2c[nH]c3ccccc23)n1 (configuration not stated)	-4%
O=C(CSc1nc(-c2ccccc2)cc(=O)[nH]1)NCc1ccc2c(c1)OCO2	-4%
C=CCSc1nc2c(c(=O)[nH]1)C(C(C)C)C(C#N)=C(N)O2 (configuration not stated)	9%
CC(=O)N1C(=O)C2(C(C#N)=C(N)Oc3n[nH]c(-c4ccccn4)c32)c2ccccc21 (configuration not stated)	-3%
CCC(c1nnnn1CC1CCCO1)N(CCN1CCOCC1)Cc1cc2cc(C)ccc2[nH]c1=O (configuration not stated)	-5%
Cc1[nH]c2ccc(S(N)(=O)=O)cc2c1C	0%

The list continues.
SMILES	AmpC inh det
O=C(c1ccc(Br)o1)N(c1ccc(Br)cc1)C1C=CS(=O)(=O)C1 (configuration not stated)	-3%
CC(=O)N1CCN(C(=O)Nc2cccc(C(F)(F)F)c2)CC1	-5%
COCCNC(=O)C1(C)C=CC2(CCCCC2)N1C(=O)c1ccccc1 (configuration not stated)	13%
Cc1cc(OCC(=O)C(C)(C)C)c2c(C)c(C)c(=O)oc2c1	-4%
CCOc1ccc(-c2[nH]ncc2Oc2ccccc2OC)c(O)c1	0%
Cc1cccc(Cn2c(SCC(=O)Nc3ccccc3)nc3c2c(=O)[nH]c(=O)n3C)c1	11%
CCN(CC)C1CCCCC1NS(=O)(=O)c1ccc(Cl)cc1 (configuration not stated)	9%
O=C(c1ccco1)N1CCN(c2nc3ccccc3c(=O)n2-c2ccccc2)CC1	-4%
O=C(OCCN1C(=O)c2ccccc2C1=O)c1ccc(S(=O)(=O)N2CCCCCC2)cc1	-3%
Nc1ccc(SC(F)(F)F)cc1C(=O)c1ccccc1	0%
CCOC(=O)N1CCN(S(=O)(=O)c2ccc(OCC(=O)OC)cc2)CC1	-3%
Cn1c(=O)c2c(nc(CN3CCN(c4ccc(F)cc4)CC3)n2Cc2ccccc2F)n(C)c1=O	0%
COc1ccc(CNc2oc(-c3ccccc3)nc2C#N)cc1	15%
Cn1c(=O)c2[nH]c(CCC(=O)O)nc2n(C)c1=O	-5%[5.75 µM]
Cc1c(Cc2ccccc2)c(=O)oc2c(CN(C)C)c(O)c(Cl)cc12	-3%
C[C@H]1[C@H](C)OC(=O)C[C@H](O)C[C@H](O)C[C@H](O)CC[C@H](O)[C@H](O)CC(=O)C[C@H](O)[C@H](C(=O)O)[C@H](O)C[C@H](O[C@@H]2O[C@@H](C)[C@H](O)[C@@H](N)[C@@H]2O)C=CC=CC=CC=CCCC=CC=C[C@@](C)(O)[C@H]1O	-4%[5.75 µM]
CS(=O)(=O)c1ccc2nc(NC(=O)CCC(=O)c3cccs3)sc2c1	10%
COc1cc2[nH]c(=O)n(CCC(=O)NC3CCCC3)c(=O)c2cc1OC	-4%
COc1ccc(-c2nnnn2C)cc1S(=O)(=O)NCc1ccccc1	-7%
CC(=O)NC1(c2ccccc2)CCN(Cc2nnnn2C(C)(C)C)CC1	0%
Cc1noc(C)c1-c1nc(NCc2cccs2)c2ccccc2n1	5%
COC(=O)c1[nH]c2ccccc2c1NS(=O)(=O)c1ccc(F)c(C)c1	-2%
CNS(=O)(=O)c1cccc(C(=O)OCC(=O)Nc2ccccc2OC(F)F)c1	8%
O=C(O)c1ccccc1NCn1c(=S)sc2ccccc21	-2%[5.75 µM]
O=C(Cn1c(=O)n(-c2ccccc2)c(=O)n1CC(=O)N1CCCCC1)N1CCCCC1	7%
O=C1CC(NCc2ccncc2)C(=O)N1c1ccccc1 (configuration not stated)	21%
O=C(NCCCn1ccnc1)c1ccc(Cl)c(S(=O)(=O)N2CCOCC2)c1	11%
COc1ccc(OC)c(S(=O)(=O)N2CCC(C(=O)Nc3cccc(C(F)(F)F)c3)CC2)c1	-6%
CCSc1nnc(-c2ccccc2N)c(=O)[nH]1	-1%
O=C(O)CC1SC(=Nc2ccccc2)N(c2ccccc2)C1=O (configuration not stated)	-2%

(next part)
SMILES	AmpC inh det
O=C(c1cccc(S(=O)(=O)N2CCCC2)c1)N1CCN(c2ccccc2)CC1	-7%
CCOC(=O)Nc1ccc2c(c1)N(C(=O)OCCN(C)C)c1ccccc1CC2	9%
COc1ccccc1CNC(=O)C1CCCN(S(=O)(=O)c2cccc3cccnc23)C1 (configuration not stated)	9%
CCOC(=O)C1CCCN(C(=O)C2c3ccccc3Oc3ccccc32)C1 (configuration not stated)	1%
Cc1ccc(S(=O)(=O)N2CCN(C(=O)CN3CCOCC3)C2c2ccccc2)cc1 (configuration not stated)	-2%
Cc1nnc(SCC(=O)Nc2ccccc2)n1CCc1ccccc1	4%
COc1ccc(-c2cc(=O)oc3c(C)c(OCc4nn[nH]n4)ccc23)cc1	-4%
Fc1ccc(-c2nnn(Cc3nc4ccccc4s3)n2)cc1	9%
CCC(C(=O)NC1CCCC1)N(C(=O)Cn1nnc(-c2ccc(C)o2)n1)C(C)(C)C (configuration not stated)	-2%
O=C(C1CC(=O)N(C2CCCCC2)C1)N1CCC2(CC1)OCCO2 (configuration not stated)	12%
O=C(NCc1ccco1)c1ccc(CS(=O)(=O)c2cccc(C(F)(F)F)c2)o1	-1%
CCCCP(=O)(O)c1ccccc1	-2%
CCOc1ccccc1N(CC(=O)NC1CCCC1)C(=O)CCC(=O)Nc1cc(C)on1	17%
COCCn1nnnc1C(c1ccc(C)cc1)N1CCN(Cc2ccc3c(c2)OCO3)CC1 (configuration not stated)	6%
O=C(Nc1nc(SCc2ccc(F)cc2)ns1)c1ccco1	-1%
N#CC(=C1CCCC1)c1nc(-c2ccccc2O)cs1	2%
Cc1[nH]c(=O)[nH]c(=O)c1S(=O)(=O)N1CCOCC1	5%
CCOC(=O)CSc1nnc(CNC(=O)c2cccs2)n1CCc1ccccc1	9%
CC1CCCC(NC(=O)CSc2nccn2C)C1C (configuration not stated)	3%
Cc1cc(Cl)cc(Br)c1OCCCCn1cncn1	-2%
COc1cc(S(=O)(=O)N2CCOCC2)ccc1NC(=O)c1cc2c(s1)CCC2	-9%
CCCCC(=O)N(c1ccc(OC)cc1)C1C=CS(=O)(=O)C1 (configuration not stated)	-3%
Cc1cc(Cl)c2c(c1)[C@]1(C(=O)N2)[C@@H]2C(=O)N(Cc3ccccc3)C(=O)[C@@H]2[C@@H]2CCCN21	-3%
CCOC(=O)Cn1c(C)c(Br)c(=O)c2cccc(C)c21	-3%
Cc1cccc(NC(=O)CCN2C(=O)C3C4C=CC(C4)C3C2=O)n1 (configuration not stated)	-4%
CCCOC(=O)c1ccc(OCC(O)Cn2c(C)nc3ccccc32)cc1 (configuration not stated)	10%
COC(=O)Nc1ccc(C)c(NC(=O)OC)c1	8%
CC(=O)Nc1nc2ncc(C=O)nc2c(=O)[nH]1	-8%[5.75 µM]
O=C(NC12CC3CC(CC(C3)C1)C2)N1CCN(c2ccccn2)CC1	-8%

Screening data deposited in PubChem BioAssay by National Center for Advancing Translational Sciences (NCATS).
